# MT stabilizer – stabilizes microtubules in HeLa cells; HeLa tubulin immunostaining HCS, 24 h; share of cells brighter than vehicle mean+2SD; % tubulin-high responders, % at 10 µM; 200,000 compounds, 0.83% hits; AID 2205;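 active means plate Z-score above 3 for both tubulin-high and condensed-nucleus cell shares, with cell loss under 80%, at 10 µM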;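 further: anti alpha tubulin signal scored within the nucleus-defined area of each cell; some results filed as inactive read as strong as hits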
# bCat nuc transl – beta-catenin nuclear translocation modulation; HeLa beta-catenin nuclear translocation, immunofluorescence imaging; nuclear translocation activity, % at 5 µM; 190,000 compounds, 0.3% hits; AID 1665;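 active means nuclear translocation activity above 50% at 5 µM, with a well cell count of 50 or more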;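 further: per-cell ratio of nuclear to cytoplasmic median beta-catenin stain intensity; plate controls were DMSO negative control for no effect and GSK-3 inhibitor IX positive control for full effect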
#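 Signal – beta-catenin immunofluorescence imaging with DAPI · Test system – human HeLa cell line · Dosing – 5 µM primary single dose, 0.1% DMSO, 0.02–20 µM confirmation series · Measure – % activation, nuclear-to-cytoplasmic median beta-catenin signal ratio per cell · Incubation – 24 h compound exposure at 37°C, 5% CO2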
# HEK293 NOD2/NF-kB – NOD2 signaling inhibitors, cell-based, luminescence, uHTS, HEK293 (AID 1566). HEK293 NOD2/NF-kB luciferase reporter, luminescence; higher % means a stronger effect. one-dose inhibition, % at 4 µM; EC50 in µM for titrated hits. 290,000 compounds, 0.63% hits; in the data active means inhibition above about 50%; further: many of its hits are not listed in these tables
# Dynein cargo inh – blocks dynein driven cargo transport along microtubules; 3617.4 mouse cells, GR-EGFP nuclear translocation imaging; test concentration mostly 20 µM; stimulated with dexamethasone, 1 µM; stronger effect = lower value; z-score, hits read low; 220,000 compounds, 0.47% hits; AID 1381;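 active means plate z-score of nuclear minus cytoplasmic receptor signal below a set negative limit, without overly bright fluorescence or cell loss, cut at about -3.5 in these data, passing the limit was not always enough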;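 further: z-score of nuclear minus cytoplasmic ring GR-EGFP intensity difference per well; some compounds called inactive have numbers as strong as hits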
#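 Buffer or medium: tet-free, stripped-serum medium; Also added: dexamethasone, 1.0 µM final; Technique: high-content fluorescence imaging after fixation; Times: 48 h induction, 1 h compound, 30 min dex at 37 °C; Read-out: per-cell GR-EGFP intensity, nucleus versus surrounding cytoplasmic ring, well-averaged.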
# Autophagy mod – modulators of autophagy; MEF GFP-LC3 puncta imaging; test concentration mostly 10 µM; calls only at 10 µM (by protocol); 190,000 compounds, 0.98% hits; AID 463193;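 active means percentage of spot-positive cells more than 3 SD above its plate mean, without a fluorescence outlier flag or 80% toxicity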;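 further: spot-positive cell cutoff set from DMSO-treated cells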
# Hep lipid drop – modulators of hepatic lipid droplet formation; 240,000 compounds, 0.4% hits; inhibition, % at 6.5 µM; AID 1656; AML12 mouse hepatocytes, oleate lipid droplets, BODIPY imaging;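 active means lipid droplet intensity inhibited by at least 50%, with more than 500 cells counted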
#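 System: AML12 hepatocytes (mouse). Probe or stimulus: oleic acid at 100 µM to induce lipid droplet formation. Times: overnight treatment with compound plus oleate. Detection: Image-based BODIPY and DAPI two-channel analysis. Evaluation: percent inhibition of filter-corrected integrated lipid droplet intensity per well.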
# WT yeast gro inh – growth inhibition of WT yeast, mitochondrial fusion screen; AID 1362; 190,000 compounds, 2.1% hits; mitochondrial fusion phenotypic screen, WT strain; inhibition, % at 10 µM; in the data active means inhibition above about 58%; tested in S. cerevisiae
# Yfh1-depleted yeast – enhancers of respiration in Yfh1-depleted yeast, dose response, Friedreich's ataxia, plus single-dose screen (AID 1465); 220,000 compounds, 0.074% hits; fold induction at 50 µM, or EC50 in µM where a hit was titrated; S. cerevisiae Yfh1-off respiration, WST-1 reduction, 72 h; higher fold induction means a stronger effect;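 active means fold induction of absorbance versus untreated yeast above a set limit, then at least 30% activation at any dose in follow-up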;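 further: activators that raise dye reduction in frataxin-depleted yeast; strong numbers were not always called active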
# Insulin prom up – MIN6 insulin promoter up-regulation. MIN6 insulin promoter-GFP reporter, high-content imaging; stronger effect = higher value. z-score at 5 µM. 190,000 compounds, 0.3% hits;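 active means z-score above 3 at 5 µM with at least 500 cells counted in the well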
# WT yeast gro inh mutant strain – also measured in WT yeast gro inh; calls as there; inhibition, %; mitochondrial fusion phenotypic screen, mutant strain inhibition
# Dynein cargo inh cytoplasmic EGFP – second read-out of Dynein cargo inh, no call of its own (marks repeat the call); z-score; measured here: cytoplasmic GR-EGFP intensity; stronger effect = higher value
# Dynein cargo inh nuclear GR-EGFP – second read-out of Dynein cargo inh, no call of its own (marks repeat the call); z-score; measured here: nuclear GR-EGFP intensity;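 lower value marks the stronger effect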
# Dynein cargo inh cell count – recorded beside Dynein cargo inh, whose call it bears; z-score; measured here: cell count per field
# Insulin prom up cell count – also measured in Insulin prom up; calls as there; cell count; measured here: cytotoxicity, nuclei count;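 total cells summed across four imaged fields per well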
# Hep lipid drop cells 6.5 µM – further read-out of Hep lipid drop, marked with its call; cell count; measured here: cell count, cytotoxicity flag;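 cells counted across two imaged fields per well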
# bCat nuc transl cell count 5 µM – also measured in bCat nuc transl; calls as there; cell count; measured here: cell count, cytotoxicity flag
# MT stabilizer Hoechst-high % – second read-out of MT stabilizer, no call of its own (marks repeat the call); % Hoechst-high responders; measured here: nuclear condensation Hoechst responders;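 share of cells brighter than vehicle mean plus two SD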
# MT stabilizer cytotoxicity % – second read-out of MT stabilizer, no call of its own (marks repeat the call); toxicity, %; measured here: cytotoxicity by cell density;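 0% = mean cell density of plate MIN control wells and 100% = no cells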
# Autophagy mod cell loss 18 h – recorded beside Autophagy mod, whose call it bears; toxicity, %; measured here: cell loss, nuclei count;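 cell loss after 18 h compound exposure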
# The depositor's hits bear a star; i = inactive; x = not tested or not shown. Some of the compounds tested; count on the stated rates, not on these rows.
smiles,MT stabilizer,MT stabilizer Hoechst-high %,MT stabilizer cytotoxicity %,bCat nuc transl,bCat nuc transl cell count 5 µM,HEK293 NOD2/NF-kB,Dynein cargo inh,Dynein cargo inh cytoplasmic EGFP,Dynein cargo inh nuclear GR-EGFP,Dynein cargo inh cell count,Autophagy mod,Autophagy mod cell loss 18 h,Hep lipid drop,Hep lipid drop cells 6.5 µM,WT yeast gro inh,WT yeast gro inh mutant strain,Yfh1-depleted yeast,Insulin prom up,Insulin prom up cell count
N#Cc1cc2c(nc1SCC(=O)Nc1cc(Cl)cc(Cl)c1)C1CCN2CC1,3.7,1.9,3.0,x,x,4%,-0.39,-0.27,-0.77,-0.16,i,-3,x,x,23,15,i,x,x
O=C(COC(=O)Cc1ccccc1)Nc1ccc(F)cc1,4.6,1.4,23,-5.7,1056,3%,0.14,-0.18,0.51,-0.088,i,-4,-6,668,9,2,i,-0.27,1251
c1ccc2cc(C3N4CCCN34)ccc2c1 (stereo not given),2.4,2.0,3.6,-0.1,1105,6%,-0.42,-0.35,-0.19,0.48,i,4,14,739,-13,-4,i,0.5,1223
CN(C)P(=S)(Nc1ccccc1)C(Cl)(Cl)Cl (stereo not given),6.8,3.1,9.8,-1.0,1001,3%,1.5,-0.23,0.44,-0.18,i,-3,-19,708,14,-7,i,1.2,1242
CC(C)c1ccc(-n2c(O)c(/C=N/N3CCOCC3)c(=O)[nH]c2=S)cc1,x,x,x,0.8,1282,9%,0.26,-0.22,0.55,0.34,x,x,-5,775,x,x,i,-0.26,1068
Oc1ccc2c3c1O[C@H]1c4oc5ccccc5c4C[C@@]4(O)[C@@H](C2)N(CC2CC2)CC[C@]314,x,x,x,0.1,1158,4%,-0.52,-0.78,0.049,0.17,x,x,0,646,x,x,i,1.2,744
O=C(c1ccc(N2CCCCC2)c([N+](=O)[O-])c1)N1CCC2(CC1)OCCO2,x,x,x,1.3,1126,9%,-0.61,-0.25,-0.0056,0.028,i,-10,13,653,4,-17,i,-0.32,1308
O=c1[nH]c(=O)n(CCc2ccc(F)cc2)c(O)c1C=NCCCN1CCOCC1,5.3,2.3,5.0,-1.3,1288,-4%,0.043,-0.27,0.28,-0.53,i,3,x,x,-6,-10,i,-0.1,1535
Cc1ccc(-c2nn(CCC#N)cc2C(=O)O)cc1C,2.2,2.1,1.4,-4.7,1097,13%,-0.43,-0.21,-0.11,0.44,i,12,3,652,4,4,i,-0.42,1538
c1ccc2c(CN3CCCCC3)c[nH]c2c1,x,x,x,-1.4,1016,0%,1.2,-0.19,0.47,-0.86,x,x,-22,656,x,x,i,x,x
Cn1c(CN2CCN(C(=O)COc3ccccc3)CC2)nc2cc([N+](=O)[O-])ccc21,1.8,2.6,11,0.3,885,11%,0.018,-0.27,0.05,-0.064,i,2,20,638,-5,19,i,-0.9,1343
CC1CCC(NCC(O)c2ccccc2)CC1 (stereo not given),3.3,3.1,3.6,x,x,-5%,-0.19,-0.27,-0.15,0.43,i,-5,20,804,5,-8,i,1.3,879
CC1(C)N(O)C2CCCCC2N1O (stereo not given),1.4,1.5,5.4,-6.4,976,-10%,-0.3,-0.21,-0.35,1.5,i,12,x,x,2,8,i,0.81,1364
O=[N+]([O-])c1cccc2c([As](=O)(O)O)cccc12,x,x,x,2.7,1015,12%,-0.37,-0.27,-0.23,0.16,x,x,-1,840,x,x,i,0,1310
O=c1[nH]c(=S)n(C2CCCCC2)c(O)c1/C=N/N1CCOCC1,x,x,x,0.3,1303,18%,0.32,-0.28,0.1,0.28,x,x,-18,719,x,x,i,-0.99,953
CCc1ccccc1N1C(=O)CC(=O)NC1=O,2.9,1.2,0.8,0.5,1020,0%,2.2,-0.064,1.2,-1.4,i,24,14,722,16,-6,x,-0.62,1330
C[C@H]1CC[C@H]2NCCN[C@H]2C1,x,x,x,-0.8,1257,-11%,1.7,-0.26,0.69,0.057,x,x,8,735,x,x,i,-0.01,1136
CCOC(=O)C(C)Oc1cc(C)cc2oc(=O)c3c(c12)CCCC3 (stereo not given),2.4,1.3,8.9,-0.5,1156,-26%,0.6,-0.21,0.94,-0.15,i,7,x,x,0,-7,i,0.27,1012
O=c1c(C=NCc2cccs2)c(O)n(C2CCCCC2)c(=O)n1C1CCCCC1,0.8,2.8,25,x,x,7%,1.3,-0.17,0.23,-0.78,i,-1,5,786,-18,-1,i,x,x
CCN1CCc2ccccc2C1,x,x,x,-1.0,1333,16%,1.5,-0.24,0.32,-0.55,x,x,-12,599,x,x,i,0,1084
O=c1[nH]c(=O)n(Cc2ccc(F)cc2)c(O)c1C=NCc1cccnc1,4.4,3.9,3.7,-0.7,783,6%,-0.66,-0.34,-0.19,0.47,i,2,x,x,-5,-8,i,1.1,1014
O=c1c2ccccc2[nH]c(=S)n1-c1cccnc1,x,x,x,-1.7,1350,0%,-0.75,-0.25,-0.36,0.37,x,x,-2,751,x,x,i,1.3,1352
CCCCCn1c(=O)c(C(=O)NCc2ccco2)c(O)c2ccccc21,2.4,2.1,8.8,-0.4,1111,3%,0.31,-0.0046,0.31,0.32,i,28,16,641,-8,9,i,-1,1460
O=C(CN1C(=O)CCSc2ccccc21)N1CCC2(CC1)OCCO2,5.4,3.0,9.8,-3.0,1121,1%,0.4,-0.099,0.61,-1.1,i,-14,-1,626,36,-8,i,-0.03,1785
CCN(CC)CCN=C(C)c1c(O)n(-c2ccccc2OC)c(=O)[nH]c1=O,3.3,2.9,5.0,-1.7,925,15%,-0.5,-0.3,-0.19,0.27,i,14,x,x,-4,-19,i,0.28,1150
CN(C)P(=O)(C(Cl)=C(N1CCCCC1)N1CCCCC1)N(C)C,1.6,0.9,11,-0.8,1153,-9%,-1,-0.12,-0.32,0.11,i,1,x,x,15,-7,i,-0.94,1408
O=c1c2ccccc2nc(-c2ccco2)n1-c1ccc(Br)cn1,1.3,1.1,8.2,-2.3,1080,0%,-0.36,-0.19,-0.033,-0.051,i,29,x,x,10,-10,i,0.01,1104
Cc1ccc(S(=O)(=O)Nc2cc(C(=O)N3CCC4(CC3)OCCO4)ccc2N2CCCCC2)cc1,2.5,3.5,7.5,-1.5,1406,7%,-0.59,1.5,-0.051,-0.52,i,-47,x,x,0,-4,i,-1.1,724
Cc1cc(N(CCCl)CCCl)ccc1/C=N/NC(=O)c1ccco1,7.0,4.0,18,x,x,-9%,-0.27,-0.22,-0.71,0.077,i,-14,x,x,15,-6,x,x,x
CC1CCN2c3nc4ccccn4c(=O)c3CC3(C(=O)N(C)C(=O)N(C)C3=O)C2C1 (stereo not given),1.8,0.4,28,-0.5,1069,2%,0.029,-0.26,0.32,2,i,-4,2,678,-6,-7,i,1.2,1929
O=C(c1cc([N+](=O)[O-])ccc1N1CCNCC1)N1CCOCC1,3.3,2.5,8.0,1.0,1119,19%,0.93,-0.24,0.18,-0.3,i,-1,22,714,2,-10,i,-0.3,1532
CCOP(=O)(OCC)c1cc(CC)ccc1O,x,x,x,-1.6,1277,9%,1.2,-0.26,0.76,-1,x,x,17,737,x,x,i,-0.53,1429
CN(CC1COc2ccccc2O1)c1nc(-c2cccnc2)nc2ccccc12 (stereo not given),2.0,1.3,5.2,x,x,x,-0.97,-0.21,-0.45,0.68,i,-10,x,x,80*,68*,i,x,x
COCCCn1c(N)c(C(=O)Nc2ccccc2)c2nc3ccccc3nc21,x,x,x,1.4,1319,-12%,0.18,-0.28,0.17,0.54,x,x,37,656,x,x,i,-0.33,962
CCOc1cc(/C=C2/C(=O)NC(=O)N(c3ccc(CC)cc3)C2=O)ccc1OC(=O)c1cccs1,1.7,1.1,4.8,-0.4,1341,22%,-0.57,-0.19,-0.28,0.68,i,22,x,x,-8,-28,i,-0.3,1648
O=C1NC(=O)N(c2ccccc2)C(=O)/C1=C\c1ccc([N+](=O)[O-])o1,x,x,x,-0.9,1362,17%,0.073,-0.24,-0.22,0.46,x,x,5,670,x,x,i,1.2,1420
Cc1cc(OCc2nn[nH]n2)c2c3c(c(=O)oc2c1)CCCC3,4.0,3.3,8.8,-2.0,1218,6%,-0.36,-0.2,0.096,0.045,i,-17,x,x,-2,3,i,0.47,1332
CC(=O)N1N=C2C3CCN(CC3)C2C1c1cccc2ccccc12 (stereo not given),2.8,2.9,8.1,-3.4,538,14%,2.6,0.078,3,-2.1,i,6,15,764,-3,-21,i,0.45,990

# Source: PubChem BioAssay
